# TWEAK-Fn14 inh: TWEAK-Fn14 signaling inhibition | TWEAK-stimulated Fn14 reporter cells, luciferase luminescence, 8 h | inhibition, % at 10 µM | 360,000 compounds, 2% hits | AID 1159606; in the data active means inhibition above about 50%
# NCOA2 inhibitor: inhibits human steroid receptor coactivator 2 | Q15596 | HEK293 GAL4-SRC2 luciferase reporter, luminescence | inhibition, % at 9 µM | 370,000 compounds, 0.17% hits;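 active means inhibition above the mean inhibition of all tested compounds plus 3 SD, set per campaign, cut at about 52% in these data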;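 further: 0% = DMSO treated cells and 100% = cells given Gossypol at 36 µM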
# Target sequence (Q15596 whole entry, looked up, the tested form may be a part): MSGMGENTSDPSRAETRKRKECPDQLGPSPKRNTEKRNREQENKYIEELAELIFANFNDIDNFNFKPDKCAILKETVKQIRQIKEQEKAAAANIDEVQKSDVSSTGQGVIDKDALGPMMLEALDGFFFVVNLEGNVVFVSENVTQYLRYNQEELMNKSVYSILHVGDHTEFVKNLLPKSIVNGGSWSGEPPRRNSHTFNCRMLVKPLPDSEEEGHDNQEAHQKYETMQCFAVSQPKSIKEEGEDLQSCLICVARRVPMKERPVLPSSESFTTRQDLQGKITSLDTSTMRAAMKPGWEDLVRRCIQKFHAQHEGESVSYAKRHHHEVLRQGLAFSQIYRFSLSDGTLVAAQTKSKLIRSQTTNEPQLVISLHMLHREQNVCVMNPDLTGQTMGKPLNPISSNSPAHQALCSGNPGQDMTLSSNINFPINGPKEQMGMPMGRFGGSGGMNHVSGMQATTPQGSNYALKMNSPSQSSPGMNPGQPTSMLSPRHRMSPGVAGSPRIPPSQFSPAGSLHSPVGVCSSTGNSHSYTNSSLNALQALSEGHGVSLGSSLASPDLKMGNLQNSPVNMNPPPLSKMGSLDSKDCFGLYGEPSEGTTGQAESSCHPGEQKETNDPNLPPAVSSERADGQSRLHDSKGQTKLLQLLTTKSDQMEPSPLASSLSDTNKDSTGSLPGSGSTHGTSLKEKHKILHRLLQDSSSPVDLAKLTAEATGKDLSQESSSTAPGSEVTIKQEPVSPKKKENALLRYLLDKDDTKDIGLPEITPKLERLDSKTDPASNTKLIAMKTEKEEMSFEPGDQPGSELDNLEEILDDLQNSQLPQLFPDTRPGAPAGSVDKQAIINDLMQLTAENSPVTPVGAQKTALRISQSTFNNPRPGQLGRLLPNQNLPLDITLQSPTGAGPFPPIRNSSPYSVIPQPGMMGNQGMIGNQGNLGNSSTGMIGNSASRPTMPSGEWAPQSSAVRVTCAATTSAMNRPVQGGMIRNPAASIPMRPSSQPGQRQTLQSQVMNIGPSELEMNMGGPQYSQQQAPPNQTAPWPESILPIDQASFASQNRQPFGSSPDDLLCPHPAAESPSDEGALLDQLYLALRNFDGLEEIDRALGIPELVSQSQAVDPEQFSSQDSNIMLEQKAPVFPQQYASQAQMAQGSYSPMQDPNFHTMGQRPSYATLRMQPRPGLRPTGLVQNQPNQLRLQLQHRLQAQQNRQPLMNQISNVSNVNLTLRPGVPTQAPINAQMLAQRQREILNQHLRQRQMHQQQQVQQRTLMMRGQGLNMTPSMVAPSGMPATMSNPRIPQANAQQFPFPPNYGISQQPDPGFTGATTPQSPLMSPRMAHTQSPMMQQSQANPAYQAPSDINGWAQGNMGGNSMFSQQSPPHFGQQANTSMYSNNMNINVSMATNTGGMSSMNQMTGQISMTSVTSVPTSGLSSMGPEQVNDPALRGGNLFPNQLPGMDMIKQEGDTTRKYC
# NR2F2 inh: NR2F2 (human) inhibition, primary screen | HEK293T NGFI-A luciferase reporter, luminescence | 370,000 compounds, 0.7% hits | inhibition, % at 8.6 µM | AID 686940;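 active means inhibition above a per-plate cutoff, mean inhibition of test wells between control levels plus 3 SD, cut at about 38% in these data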;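 further: cells cotransfected with COUP-TFII expression vector driving the NGFI-A reporter; 0% = median of COUP-TF2 test wells and 100% = reporter-only cells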
# NR5A2 inv ag: NR5A2 inverse agonism in reporter assay. O00482. inhibition, % at 3.6 µM. AID 602396. 360,000 compounds, 0.13% hits. HEK293T StAR-luciferase reporter, LRH-1 transfected, 24 h;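 active means inhibition above the mean inhibition of all tested compounds plus 3 SD, cut at about 73% in these data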;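 further: 0% = DMSO wells and 100% = reporter-only cells lacking LRH-1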
# NOD2 RIPK2 PPI: inhibitors of human NOD2-RIPK2 interaction. CHO BLA complementation NOD2-RIPK2, CCF4 ratio. AID 624267. inhibition, % at 4.98 µM. 360,000 compounds, 0.38% hits; in the data active means inhibition above about 21%;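 further: 0% = vehicle only and 100% = reference blocker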
# TLR9-MyD88 inh: inhibitors of human TLR9-MyD88 binding. inhibition, % at 4.98 µM. CHO BLA complementation TLR9-MyD88, CCF4 FRET ratio. Q9NR96+Q99836. 340,000 compounds, 0.21% hits. AID 504734;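 active means inhibition above the mean over all tested compounds plus 3 SD, cut at about 21% in these data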;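 further: 0% = DMSO only wells and 100% = clavulanate BLA inhibitor control wells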
# ABHD5-PLIN5 inh: inhibitors of human ABHD5-perilipin-5 interaction; Q00G26+Q8WTS1; Split G. princeps luciferase complementation, luminescence, 4 h; inhibition, % at 4 µM; 360,000 compounds, 0.78% hits; AID 602281;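 active means inhibition above the mean inhibition across every tested compound plus 3 SD, cut at about 22% in these data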;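 further: 0% = DMSO only wells and the 100% control is not disclosed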
# TROY NFkB inh: inhibitors of TROY-dependent NF-kB signaling | Q293 LMP1-TROYcd NF-kB luciferase reporter, 4 h | inhibition, % at 10 µM | 360,000 compounds, 0.98% hits | AID 1347056;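 active means compounds whose plate-normalised and pattern-corrected inhibition of the luciferase reporter signal at the single screening dose is 50% or more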
# Granule exo inh: blocks lytic granule exocytosis | TALL-104 LAMP-1 surface exposure, flow cytometry; cells stimulated with thapsigargin and PMA | inhibition, % at 10 µM | 360,000 compounds, 0.66% hits | AID 651702;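 active means inhibition above about 55%, limit read from the data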
# NCOA1 inh: human NCOA1 inhibition; Q15788; HEK293 GAL4-SRC1 luciferase reporter, luminescence; inhibition, % at 3.6 µM; 360,000 compounds, 0.12% hits; AID 588354;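 active means inhibition above the campaign mean plus 3 SD, with each screening campaign given its own cutoff, cut at about 60% in these data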;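 further: 0% = DMSO treated cells and 100% = gossypol at 36 µM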
# SRC3 inh: inhibits human SRC3 coactivator | Q9Y6Q9 | HEK293 GAL4-SRC3 luciferase reporter, luminescence | inhibition, % at 3.6 µM | 360,000 compounds, 0.17% hits;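 active means inhibition above a per-campaign cutoff, the mean of all compounds plus 3 SD, cut at about 60% in these data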;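 further: 0% = DMSO-treated cells and 100% = gossypol-treated cells at 36 µM; higher means less SRC3-driven luciferase light from the GAL4 reporter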
# The depositor's hits bear a star; / = not tested or not shown. Some of the compounds tested. The share of hits here may be higher or lower than overall.
SMILES,TWEAK-Fn14 inh,NCOA2 inhibitor,NR2F2 inh,NR5A2 inv ag,NOD2 RIPK2 PPI,TLR9-MyD88 inh,ABHD5-PLIN5 inh,TROY NFkB inh,Granule exo inh,NCOA1 inh,SRC3 inh
Cc1ccccc1N/N=C/c1ccc(C#N)cc1,-105,-25,1,12,0,5,-2,-14,-6,-2,10
COc1ccc(C(=O)NCC(=O)NCC(c2ccco2)N(C)C)cc1OC (stereo not given),-2,-6,-5,17,-27,11,7,1,-2,-5,-19
CC1(C(=O)N2CCN(c3ccc([N+](=O)[O-])cc3)CC2)CC1(Cl)Cl (stereo not given),2,-7,12,7,10,-9,3,13,-3,0,-1
O=C(CSc1nnc(NC(=O)c2ccccc2F)s1)NCc1ccc(F)cc1,-20,-23,-37,-91,0,0,-7,-52,6,-82,-75
Cn1c(=O)c2sccc2n2c(CCCC(=O)NCCc3ccccc3)nnc12,5,15,13,-11,12,1,-7,3,29,3,-5
Cc1[nH]c2ccccc2c1C(c1ccncc1)N1CCN(c2ccccn2)CC1 (stereo not given),20,5,-11,-7,-3,-26,1,-17,25,-68,0
O=P(c1ccccc1)(c1ccccc1)N(c1ccccc1)c1ccccc1,10,7,12,23,6,-4,-2,3,4,6,22
O=C(CCSc1nc(-c2ccco2)cc(C(F)(F)F)n1)NCCc1ccccc1,5,2,-2,-18,-1,-5,0,/,23,-9,-15
CN(C)CCNC(=O)C1CCN(S(=O)(=O)c2ccc3ccccc3c2)CC1,6,6,-8,0,-5,-4,-1,12,16,-51,13
COc1ccc(C2(C)CC(C)(C)Nc3ccccc32)cc1 (stereo not given),1,-33,13,-6,11,-7,-9,6,29,1,3
COc1ccc(/C=C/C(=O)N2CCN(C)CC2)cc1S(=O)(=O)N1CCCCC1,10,11,-25,18,-2,0,1,-4,0,-7,-10
Cc1cc(N)n(-c2ccc(C)c(C)c2)n1,3,-18,-16,-29,-3,-12,-1,-18,-2,-43,-44
O=C(Cc1ccccc1)Nc1ccc(Cl)cn1,-3,-12,-10,-15,6,3,4,-26,-4,-28,-20
O=C(NNC(=O)C1CCC1)c1cccc(Cl)c1,13,5,6,-13,-15,3,7,-9,-4,-2,-52
CC(C)C(=O)Nc1ccc(Oc2ccc3c(c2)C(=O)NC3=O)cc1,-18,-65,-17,-10,8,3,4,-4,-19,-5,-18
Cc1ccc(-c2csc(N)n2)s1,-5,1,-1,3,6,-1,-39,-22,2,-5,7
CCCCNC(=O)C1(C)CCCCN1C(=O)c1oc2ccccc2c1C (stereo not given),3,13,25,20,1,/,2,3,-2,7,-3
O=C(CSCc1ccc(Cl)cc1Cl)Nc1ccc(O)cc1C(=O)O,14,13,22,-15,5,-13,-5,1,2,-13,-23
Cn1c(SCC(=O)Nc2ccccc2)nnc1C(F)(F)F,-1,-34,19,-8,3,-1,-2,4,6,-5,5
Cc1cc(C)c(S(=O)(=O)N2CCOC2CNC(=O)C(=O)NCc2ccco2)c(C)c1 (stereo not given),6,2,15,3,3,3,8,-6,-4,-4,-13
O=C(CCN1C(=O)c2ccccc2C1=O)C1=NN[C@@H]2C(=O)N(c3cccc(Cl)c3)C(=O)[C@H]12,-32,-14,-15,15,3,-1,-1,13,1,11,3
COc1cccc(OC)c1OC(=O)c1ccccc1,9,16,-2,-13,-15,-8,3,18,-3,3,-32
CC(=O)Nc1ccc(NC(=O)Oc2ccccc2)cc1,3,-25,4,9,-16,4,5,-7,4,5,-7
Clc1nccnc1-c1ccccc1,-15,21,-12,10,3,11,-5,14,-2,13,6
CC(=O)Nc1ccc(NC(=O)c2ccc(Cn3cc(Cl)cn3)cc2)cc1,17,-29,1,-16,-3,-13,0,14,-1,-11,11
Cc1cccc(N2CCN(C(=O)C3CCCN(S(=O)(=O)c4cnc[nH]4)C3)CC2C)c1 (stereo not given),5,2,-7,17,-10,-1,10,2,11,-12,5
CCc1ccc(Nc2nnc(SCC(=O)Nc3cccnc3Cl)s2)cc1,-28,-19,-22,22,-9,12,0,-9,-4,-14,1
COc1ccc(/C=C/C(=O)NCC(=O)N/N=C/c2cc(Br)ccc2OC)cc1,16,-10,8,9,-1,-2,2,-8,6,10,31
O=C(NCc1ccccc1Cl)C(=O)NCC1OCCCN1S(=O)(=O)c1cccs1 (stereo not given),6,-7,9,22,2,-3,-1,9,-3,-29,9
COc1cccc(C=C(C(C)=O)C(=O)c2ccccc2)c1,51*,12,24,28,3,/,77*,14,15,/,/
Cc1cc(C)n2nc(CNS(=O)(=O)c3c(F)c(F)c(F)c(F)c3F)nc2n1,12,1,3,-10,0,-2,14,3,-4,6,-17
COc1ccc(NC(=O)CCCN2C(=O)C3C4C=CC(C4)C3C2=O)c(OC)c1 (stereo not given),8,0,3,17,-7,10,2,0,-2,0,-10
O=C(Cc1c(Cl)cccc1Cl)Nc1ccncc1Cl,13,2,6,24,-5,-13,-3,29,0,12,14
Cc1ccc(NC(=O)N2CCN(c3ccccn3)CC2)cc1,21,-21,-1,3,-6,-11,-4,-19,1,-4,-6
Cc1ccc(-c2cc(C(=O)N3CC4(C)CC3CC(C)(C)C4)no2)cc1 (stereo not given),-6,8,2,-15,-14,-1,4,-15,2,-13,-16
CC1CC(C)CN(S(=O)(=O)c2ccc(C(=O)NN3CCOCC3)cc2)C1 (stereo not given),16,-3,11,8,6,-9,2,10,2,7,-7
Cc1ccccc1-c1csc(N)n1,-9,-16,-30,-24,-3,-2,-1,-35,-9,-4,-8
O=C(Nc1ccc(Nc2ccccc2)cc1)c1ccc(Cl)cc1[N+](=O)[O-],-12,-23,-8,9,-6,/,-5,-19,-1,-7,8
CC(=O)Nc1ccc(NC(=O)/C(Cl)=C/c2ccccc2)cc1,-16,-68,-9,-29,-4,0,-3,-48,-2,-56,-45
CCCC[C@@H]1C=C(C(=O)O)[C@H](c2ccc(Br)cc2)N1S(=O)(=O)c1ccc(C)cc1,0,4,4,27,-10,-1,4,0,2,7,11

# Single records, as listed above. Order of screens: TWEAK-Fn14 inh	NCOA2 inhibitor	NR2F2 inh	NR5A2 inv ag	NOD2 RIPK2 PPI	TLR9-MyD88 inh	ABHD5-PLIN5 inh	TROY NFkB inh	Granule exo inh	NCOA1 inh	SRC3 inh
# Cc1cccc(N2CCN(C(=O)C3CCCN(S(=O)(=O)c4cnc[nH]4)C3)CC2C)c1 (stereo not given) as listed: 5	2	-7	17	-10	-1	10	2	11	-12	5
# O=C(CCN1C(=O)c2ccccc2C1=O)C1=NN[C@@H]2C(=O)N(c3cccc(Cl)c3)C(=O)[C@H]12 as listed: -32	-14	-15	15	3	-1	-1	13	1	11	3

# Continuation.
SMILES,TWEAK-Fn14 inh,NCOA2 inhibitor,NR2F2 inh,NR5A2 inv ag,NOD2 RIPK2 PPI,TLR9-MyD88 inh,ABHD5-PLIN5 inh,TROY NFkB inh,Granule exo inh,NCOA1 inh,SRC3 inh
O=C(Nc1ccc(F)cc1)OCCN1CCN(Cc2ccccc2)CCC1=O,-7,-29,-5,-27,-6,-7,4,-50,-6,-10,-14
NC(=O)C1CCN(C(=O)c2ccc3c(c2)S(=O)(=O)c2ccccc2C3=O)CC1,-12,3,-8,-16,-12,-6,0,-17,-11,-35,-9
O=C(/C=C\c1ccccc1)Nc1nccs1,38,-22,-56,-184,-2,-3,2,-18,-2,-82,-76
CCC(=O)Oc1c(C(=O)CC)cc2c(C)cc(=O)oc2c1C,-2,4,26,25,-8,9,13,-3,5,25,33
CC(C)(C)c1ccc(-c2nc(N)nc(N)n2)cc1,-17,-26,-2,-67,3,/,-4,-35,2,-72,-85
COc1ccc(OC)c(N2C(=O)C(Cl)=C(N3CCOCC3)C2=O)c1,-3,-2,-6,2,-3,6,13,-11,-2,2,-2
COc1ccc(S(=O)(=O)N2CCC3CC2c2cc(N4CCOCC4)ccc23)cc1 (stereo not given),-1,-27,11,13,3,-2,-5,-9,7,-2,4
CN(C)CCCNC(=O)C(=O)Nc1cc2c3c(c1)CCC(=O)N3CCC2,-3,-10,0,19,-10,-7,-1,-13,-2,5,-16
CSCCC(NC(=O)c1ccc(Cl)cc1)C(=O)NC(C)(C)C (stereo not given),14,-6,5,0,-1,3,3,-10,-1,-16,5
Cc1c(C(=O)NNC(=S)NCc2ccc(Cl)cc2)oc2ccccc12,-12,10,4,5,-9,-12,-1,4,2,-5,-4
O=C(CCNC(=O)c1ccc(Cl)cc1)Nc1ccncc1,11,-1,-1,-2,3,6,-2,7,3,5,2
CC(C)C[C@H](NC(=O)c1[nH]cnc1C(=O)N[C@@H](C)C(=O)OCc1ccccc1)C(=O)OCc1ccccc1,0,16,14,-11,14,7,-18,-19,-12,-5,14
COc1ccc(-c2noc(C3CCCN(S(=O)(=O)c4cccc(Cl)c4)C3)n2)cc1OC (stereo not given),16,/,/,6,-7,-4,-1,11,2,-3,3
Cc1ccc(OCc2ccc(C(=O)Nc3c(C)nn(Cc4c(F)c(F)c(F)c(F)c4F)c3C)o2)c([N+](=O)[O-])c1,22,14,30,21,-6,-9,-3,13,1,18,10

# Three records drawn at random from the list so far, as already listed:
SMILES,TWEAK-Fn14 inh,NCOA2 inhibitor,NR2F2 inh,NR5A2 inv ag,NOD2 RIPK2 PPI,TLR9-MyD88 inh,ABHD5-PLIN5 inh,TROY NFkB inh,Granule exo inh,NCOA1 inh,SRC3 inh
O=C(CSCc1ccc(Cl)cc1Cl)Nc1ccc(O)cc1C(=O)O,14,13,22,-15,5,-13,-5,1,2,-13,-23
COc1cccc(C=C(C(C)=O)C(=O)c2ccccc2)c1,51*,12,24,28,3,/,77*,14,15,/,/
Clc1nccnc1-c1ccccc1,-15,21,-12,10,3,11,-5,14,-2,13,6

# Some values from the results shown:
# SRC3 inh result of `COc1ccc(OC)c(N2C(=O)C(Cl)=C(N3CCOCC3)C2=O)c1` reads -2
# NR2F2 inh result of `O=C(CCNC(=O)c1ccc(Cl)cc1)Nc1ccncc1` reads -1
# TLR9-MyD88 inh result of `CCC(=O)Oc1c(C(=O)CC)cc2c(C)cc(=O)oc2c1C` reads 9

# Source: PubChem BioAssay
